GAA glycogen mod – GAA glycogen-cleavage inhibition or activation; P10253; recombinant GAA, glycogen substrate, Amplex Red glucose oxidase fluorescence; Potency, µM (titrated, usually from 76.4 µM), without a hit: top-dose activity change, negative = inhibition, usual class: inhibitors; 300,000 compounds, 0.38% hits; AID 2100; active means well fitted inhibition curve with a large enough effect; inconclusive means small, poorly fitted or top-dose-only effect, or another doubt; inactive means no such curve, though single readings can be large or run the other way;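 further: 0% = full enzyme reaction and -100% = no-enzyme basal signal; the screen sought inhibitors and activators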
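Recombinant enzyme (4 nM final) with compounds titrated up to 77 uM and bovine liver glycogen (30 ug) in citrate pH 5.0, 0.01% Tween-20, 37 C 40 min. Released glucose detected by Amplex Red/glucose oxidase (Ex 573/Em 610); AC50 from Hill fits.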
Starred values were filed as active, the others as inactive; ? = inconclusive; [ ] = dose if it differs, or a comment. Potency means the concentration at half of the fitted maximal effect.

GAA glycogen mod | canonical_smiles
6% | COc1ccc(C(=O)Nc2ccc3nc(C)c(C)nc3c2)cc1
-14% | O=S(=O)(Nc1ccc(F)cc1)c1ccc(NS(=O)(=O)c2cccs2)cc1
? | COc1ccc(OC)c(CNc2ncc(-c3cccc([N+](=O)[O-])c3)n2C)c1
-10% | COc1ccc(OCC(O)CN2C(=O)c3ccccc3C2=O)cc1 (stereo not drawn)
0%[76.3 µM] | O=C(c1cc2cc(Br)cc(Br)c2oc1=O)N1CCOCC1
1% | COC(=O)c1ccc(CN2C(=O)c3ccccc3C2=O)o1
2%[76.3 µM] | Cc1ccc(NS(=O)(=O)c2c(C(=O)N3CCCC3)c(C)n(C)c2C)cc1
3%[76.3 µM] | O=C(CCc1nnc2ccc(N3CCC4(CC3)OCCO4)nn12)NCc1ccccc1Cl
-10%[76.3 µM] | COc1ccc(NS(=O)(=O)c2ccc(-n3cnnn3)cc2)cc1OC
4%[76.3 µM] | C/C(=N\NC(=O)Cc1ccccc1)c1cccnc1
-9%[76.3 µM] | O=C(CCCCCBr)N1CCC(CC2CC(c3cccc(Br)c3)=NO2)(C(=O)NCC2CCCCC2)CC1 (stereo not drawn)
2% | O=C(CCCC(=O)c1ccc(F)cc1)c1ccc(F)cc1
-5%[76.3 µM] | COc1cc2c(cc1OC)C(c1cc(C)ccc1C)CC(=O)N2 (stereo not drawn)
-21%[76.3 µM] | CCOC(=O)c1[nH]c2ccc(C(=O)OC)cc2c1C(=O)OCC
0% | O=C(NCCSCc1ccco1)c1ccc(=O)[nH]c1
1%[76.3 µM] | CCOc1ccc(N(CC(=O)N2CCCCCC2)S(=O)(=O)c2ccc(F)cc2)cc1
-20%[76.3 µM] | CC(=O)c1ccc(NC(=O)c2noc(C)c2[N+](=O)[O-])cc1
-5%[76.3 µM] | CC(C)C[C@H](NC(=O)N1CCn2c1nc1ccccc12)C(=O)NCc1ccco1
4% | COc1ccc(C(=O)Nc2ccc(S(=O)(=O)Nc3nccc(C)n3)cc2)cc1
-1%[76.3 µM] | CC1(C)CC(=O)c2c(O)cc(OCC(=O)N3CCN(c4ccc(F)cc4)CC3)cc2O1
2% | O=C(Nc1ccc(NC(=O)c2cccnc2)cc1)c1ccccc1
-1% | Cn1cccc1C(NC(=O)c1ccccc1)C(Cl)(Cl)Cl (stereo not drawn)
1%[76.3 µM] | Cc1cccc(N2CCN(c3ccc4cc(S(=O)(=O)N5CCCCC5)ccc4n3)CC2C)c1 (stereo not drawn)
-22%[76.3 µM] | CCCCOC(=O)C1=C(C)NC(=O)NC1c1cccc([N+](=O)[O-])c1 (stereo not drawn)
-3% | Cc1ccc(SC(CC(=O)c2ccc(F)cc2)C(=O)O)cc1 (stereo not drawn)
-5% | Cc1ccc(S(=O)(=O)N2CCc3ccccc3C2)cc1C
1%[76.3 µM] | COc1ccccc1CNC(c1ccccc1)c1ccccc1
-2%[76.3 µM] | CC(=O)Nc1nc(-c2cccc3ccccc23)cs1
-4%[76.3 µM] | Cc1ccc2c(cnn2C(=O)CCCC(=O)NC(C)c2ccccc2)c1 (stereo not drawn)
-16%[76.3 µM] | Cc1cc(NS(=O)(=O)c2ccc(NC(=O)COc3ccccc3[N+](=O)[O-])cc2)no1
2%[76.3 µM] | CC(=O)OC1COC(n2c(O)c(N=NC(N)=S)c3ccccc32)C(OC(C)=O)C1OC(C)=O (stereo not drawn)
2% | NC(=O)NC(CC(=O)NCc1ccc2c(c1)OCO2)c1ccccc1Cl (stereo not drawn)
-5%[76.3 µM] | Cc1ccc(N(CCC#N)C(=O)COC(=O)c2ccccn2)cc1
3% | COC(=O)c1ccc(COC(=O)c2cccnc2Cl)cc1
-5% | COc1ccccc1C(=O)Nc1ccccc1N1CCCCC1
1% | O=C(NCc1ccc(F)cc1)c1cccnc1C(=O)O
1% | C[C@@H]1CC[C@@]2(OC1)O[C@H]1C[C@H]3[C@@H]4CC=C5C[C@@H](O)[C@H](O)C[C@]5(C)C4CC[C@]3(C)[C@H]1[C@@H]2C (stereo partly drawn)
6%[76.3 µM] | Cc1ccccc1C(=O)Nc1cccc(NC(=O)c2cccnc2)c1
3%[76.3 µM] | COc1cccc(-n2c(N)cc(=O)nc2SCC(=O)Nc2cc(C)on2)c1
-16% | O=C(O)c1ccc(Cl)c(S(=O)(=O)N(Cc2ccccc2)c2ccccc2)c1
-12%[76.3 µM] | Cc1cc(C)c(C)c(S(=O)(=O)NCC(=O)Nc2ccccc2F)c1C
0%[76.3 µM] | COc1ccc(N2C(=O)N3[C@H](c4cccc(C)c4)[C@@H]4C(=O)N(Cc5ccccc5)C(=O)[C@@H]4[C@]3(Cc3ccccc3)C2=O)cc1
5%[76.3 µM] | Cc1ccc(CC(=O)NC2CCN(C)CC2)cc1
6% | CCN1CCN(C(=O)C2CCN(S(=O)(=O)c3ccc(SC)cc3)CC2)CC1
-12%[76.3 µM] | COc1ccc(C(=O)N(CCc2ccccc2)Cc2cccs2)c(OC)c1
2% | Cc1cccc(CN2CCCC(C(=O)N3CCCCC3)C2)c1 (stereo not drawn)
-1% | CCCCNC(=O)Cn1nc(-c2ccc(C)cc2)ccc1=O
-12%[76.3 µM] | O=C1CCN(CCc2ccccc2)CCN1[C@H](CO)c1ccccc1
-6%[76.3 µM] | CS(=O)(=O)Nc1ccc(C2=NN(C(=O)c3ccco3)C(c3ccco3)C2)cc1 (stereo not drawn)
5% | COc1ccc(S(=O)(=O)c2c(O)cc(C)c(NS(=O)(=O)c3ccccc3)c2C)cc1

More records
GAA glycogen mod | canonical_smiles
1%[76.3 µM] | COc1ccccc1S(=O)(=O)CC(O)COc1ccccc1Cl (stereo not drawn)
-3% | O=C(N/N=C/c1cc(Br)c(O)c(Br)c1)c1cccnc1
7% | CCc1ccccc1N1C(=O)C2C3C=CC(CC3)C2C1=O (stereo not drawn)
7%[76.3 µM] | COc1ccccc1/C(C)=N/NC(=O)c1nnn(-c2nonc2N)c1C(C)C
-1%[76.3 µM] | O=C(COc1ccccc1Cl)Nc1ccc(CN2CCOCC2)cc1
2% | O=[N+]([O-])/C(=C\Nc1ccc(F)cc1F)S(=O)(=O)c1ccccc1
-5%[76.3 µM] | COc1ccccc1C(=O)NC(=O)COC(=O)c1cccc(NC(C)=O)c1
-1%[76.3 µM] | Cn1c(COc2ccccc2)nnc1SCC(=O)NC1CCCC1
2%[76.3 µM] | CCN(CC)CCn1c(=S)[nH]c2cc(C(=O)NCc3ccccc3Cl)ccc2c1=O
? | COc1cc(C(=O)NC(=S)Nc2ccccc2N2CCOCC2)cc(OC)c1OC
-2%[76.3 µM] | Cc1c(Cl)cccc1NC(=O)c1ccco1
2% | CCC(C)NC(=O)C1(O)c2cc(Br)ccc2NC(=O)N1c1cccc(OC)c1 (stereo not drawn)
-6% | COc1ccc(/C=C(\NC(=O)c2ccc(OC)c(OC)c2)C(=O)N2CCN(C)CC2)cc1
4%[76.3 µM] | COc1ccc(CN2CCNC(=O)C2CC(=O)NCCc2cnccn2)cc1C (stereo not drawn)
-1%[76.3 µM] | Cc1ccccc1OCC(=O)N(Cc1cccc(F)c1)C1CCS(=O)(=O)C1 (stereo not drawn)
1%[76.3 µM] | Cc1cccc(OCC(=O)OC(C)CN2CCCCC2)c1 (stereo not drawn)
12%[76.3 µM] | Cc1ccc(Cn2c(C)nc3ccc([N+](=O)[O-])cc3c2=O)cc1
-7% | COc1ccc(C2CC(c3ccccc3O)=NN2C(=O)c2ccccc2)cc1OC (stereo not drawn)
-4% | COc1ccc([N+](=O)[O-])cc1NC(=O)CCN1CCOCC1
-16%[76.3 µM] | COc1ccc(CCC(C)N2CCC(CO)(Cc3ccccc3)CC2)cc1 (stereo not drawn)

Brought forward from above: six entries; new compounds follow.
GAA glycogen mod | canonical_smiles
-1%[76.3 µM] | Cc1ccccc1OCC(=O)N(Cc1cccc(F)c1)C1CCS(=O)(=O)C1 (stereo not drawn)
1%[76.3 µM] | Cc1cccc(OCC(=O)OC(C)CN2CCCCC2)c1 (stereo not drawn)
12%[76.3 µM] | Cc1ccc(Cn2c(C)nc3ccc([N+](=O)[O-])cc3c2=O)cc1
-7% | COc1ccc(C2CC(c3ccccc3O)=NN2C(=O)c2ccccc2)cc1OC (stereo not drawn)
-4% | COc1ccc([N+](=O)[O-])cc1NC(=O)CCN1CCOCC1
-16%[76.3 µM] | COc1ccc(CCC(C)N2CCC(CO)(Cc3ccccc3)CC2)cc1 (stereo not drawn)
-9%[76.3 µM] | O=[N+]([O-])c1cccc(CN2CCN(S(=O)(=O)Cc3ccccc3)CC2)c1
-1%[76.3 µM] | O=C(CN1CCN(S(=O)(=O)N2CCCCC2)CC1)Nc1ccc(Br)cc1
-14%[76.3 µM] | Cc1csc(NC(=S)NC(=O)c2ccccc2)n1
-12% | NS(=O)(=O)c1ccc(CCNC(=O)CNC(=O)Cc2ccccc2)cc1
14%[76.3 µM] | CCCCn1c(SCC(N)=O)nc2sc3c(c2c1=O)CCC3
0%[76.3 µM] | Cc1cccc(C(=O)Nc2ccc(C(=O)N/N=C/c3ccc4c(c3)OCO4)cc2)c1
? | CC1=NN(c2ccccc2)C(=O)/C1=C/c1cccc(C)c1
-5%[76.3 µM] | COc1ccc(C(=O)Nc2ccccc2)cc1NC(=O)c1cccs1
? | COc1ccc(/C=N/Nc2ccccc2C(=O)O)cc1
-9%[76.3 µM] | COc1ccc(C(=O)Cn2cc[n+](C)c2)cc1

Of the compounds above, these contain two or more sulfur atoms:
GAA glycogen mod | canonical_smiles
-14% | O=S(=O)(Nc1ccc(F)cc1)c1ccc(NS(=O)(=O)c2cccs2)cc1
6% | CCN1CCN(C(=O)C2CCN(S(=O)(=O)c3ccc(SC)cc3)CC2)CC1
5% | COc1ccc(S(=O)(=O)c2c(O)cc(C)c(NS(=O)(=O)c3ccccc3)c2C)cc1
-14%[76.3 µM] | Cc1csc(NC(=S)NC(=O)c2ccccc2)n1
14%[76.3 µM] | CCCCn1c(SCC(N)=O)nc2sc3c(c2c1=O)CCC3

Next section.
GAA glycogen mod | canonical_smiles
-3%[76.3 µM] | CCCNC(=S)N1CCN(c2nc(-c3ccc(C)cc3)cs2)CC1
-1% | O=S(=O)(Nc1ccc(Br)cn1)c1ccc2ccccc2c1
-10%[76.3 µM] | OCCCNc1nc(-c2ccc(Cl)cc2)nc2ccccc12
-7%[76.3 µM] | COc1cccc2cc(C(=O)CS(=O)(=O)c3ccc(C(C)(C)C)cc3)c(=O)oc12
-7% | CC(C)c1ccc(OCCCCCN2CCOCC2)cc1
4%[76.3 µM] | Cc1cccc(NC(=O)c2cccc(C(=O)Nc3cccc(C)c3C)n2)c1C
-5% | COCCNC(=O)C(c1ccc(F)cc1)N(Cc1ccco1)C(=O)CCC(=O)Nc1ccccn1 (stereo not drawn)
-4% | O=C(CN1CCN(Cc2ccccc2)CC1)N1CCCc2ccccc21
3%[76.3 µM] | Cc1ccc(S(=O)(=O)N(C)c2ccc(C(=O)Nc3cccnc3)cc2)cc1
6% | O=C1Nc2ccccc2SC1c1ccccc1 (stereo not drawn)
-1% | O=C(c1c(F)cccc1F)N1CCN(CCOc2ccccc2)CC1
3%[76.3 µM] | Cc1ccc(S(=O)(=O)N2CCN(S(=O)(=O)N3CCC(C)CC3)CC2)c(C)c1
-1% | FC(F)(F)c1cccc(-c2nc(-c3ccncc3)no2)c1
2%[76.3 µM] | COc1ccccc1CNS(=O)(=O)c1csc(C(N)=O)c1
-1%[76.3 µM] | CCN(Cc1cnn(C)c1)C(=O)c1ccc2nc(Cc3cccc(Cl)c3)oc2c1
-16%[76.3 µM] | CSCCC(=O)N1CCC(CCC(=O)NC2CC2)CC1
-9% | CN(C(=O)c1ccc(COc2ccccc2Cl)o1)c1ccccc1
-10% | O=C(/C=C/c1ccccc1)NCc1ccc2c(c1)OCO2
5% | Cc1cnc(NC(=O)Cc2ccc(C)c(C)c2)s1
-23%[76.3 µM] | CCC1=NN2C(=N)/C(=C/c3ccc(OS(=O)(=O)c4ccccc4)c(OC)c3)C(=O)N=C2S1
-10%[76.3 µM] | CS(=O)(=O)Nc1ccc(C(=O)CC(=O)Nc2ccc([N+](=O)[O-])cc2)cc1
5% | Cc1cc(/C=C(\C#N)C(=O)N2CCCCC2)cc(C)c1O
2% | Cc1ccc(NS(=O)(=O)c2c(C)[nH]c(=O)[nH]c2=O)c(Br)c1
-7%[76.3 µM] | O=S1(=O)OCCC(c2ccccc2)N1Cc1ccccc1 (stereo not drawn)
5%[76.3 µM] | CCOC(=O)N1CCN(CCC(=O)Nc2cccc(C)c2)CC1
0% | COc1ccc(NC(=O)CCCCCn2nnc3ccccc3c2=O)cc1
1% | O=C(NC(Cc1ccccc1)C(=O)NCCc1ccccn1)c1ccccc1 (stereo not drawn)
-1%[76.3 µM] | COc1cccc(N2CCN(C(=O)CCC(=O)N3CCOc4ccc(C)cc43)CC2)c1
0%[76.3 µM] | Cc1c(NS(=O)(=O)c2ccc3c(c2)NC(=O)CC(=O)N3)cccc1[N+](=O)[O-]
1% | C[C@@H]([C@H](O)c1ccccc1)N(C)C(=S)Nc1ccccc1
-3%[76.3 µM] | CCOc1ccsc1C(=O)NNC(=O)c1ccco1
1% | COc1ccccc1CNC(=O)N1CCN(c2ccccc2C)CC1
-6%[76.3 µM] | CCC(C)[C@H](NS(=O)(=O)c1ccc(C)cc1)C(=O)N1CCC(C(=O)N[C@@H](Cc2ccccc2)C(=O)O)CC1 (stereo partly drawn)
-2%[76.3 µM] | COC(=O)c1ccc(NS(=O)(=O)NC(=O)c2cn(C)c3ccccc23)cc1
5% | CC(C)CC1Nc2ccc(C(=O)NCCCN3CCOCC3)cc2NC1=O (stereo not drawn)

Compound activity as filed in PubChem.

A portion of the library. The share of hits here may be higher or lower than overall.
